HEK293 NOD2/NF-kB: NOD2 signaling inhibitors, cell-based, luminescence, uHTS, HEK293 (AID 1566) | HEK293 NOD2/NF-kB luciferase reporter, luminescence; higher % means a stronger effect | inhibition, % at 4 µM, or EC50 in µM where a hit was titrated | 290,000 tested, 0.63% active; note: many of its hits are not listed in these tables
GPR55 beta-arrestin: GPR55 agonists via beta-arrestin recruitment, primary screen, imaging, U2OS cells, beta-arrestin-GFP redistribution (AID 1961) | G-protein coupled receptor 55 (Homo sapiens) | U2OS GPR55 beta-arrestin-GFP redistribution imaging; higher % means a stronger effect | one-dose activation, % at 10 µM; EC50 in µM for titrated hits | 290,000 tested, 0.048% active;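 active = activation above 40% with more than 50 cells counted in the well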;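 note: U2OS osteosarcoma cells stably expressing GPR55 and beta-arrestin-GFP; plate controls were DMSO negative control for no effect and LPI positive control for full effect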
P. falciparum M17LAP: P. falciparum M17LAP inhibitors, primary screen, biochemical, fluorogenic H-Leu-NHMec substrate, 1536-well (AID 1619) | recombinant M17LAP, H-Leu-NHMec fluorogenic kinetic assay; higher % means a stronger effect | 220,000 tested, 0.38% active | Leucine aminopeptidase (Plasmodium falciparum (isolate 3D7)) | one-dose inhibition, % at 30 µM; IC50 in µM for titrated hits;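 active = compound inhibiting the enzyme by more than half at any dose during confirmatory dose-response retesting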;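 note: plate controls were full reaction with DMSO carrier for no effect and no enzyme background for full effect; strong numbers were not always called active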
KOR beta-arrestin-1: KOR agonists, beta-arrestin recruitment, primary screen, cell-based, luminescence, uHTS (AID 1777); Kappa-type opioid receptor (Homo sapiens); one-dose activation, % at 10 µM; EC50 in µM for titrated hits; KOR beta-arrestin recruitment, luminescence; higher % means a stronger effect; 280,000 tested, 0.02% active; in the data active = activation above about 50%, passing the limit was not always enough; note: a part of the inactive calls stands beside numbers as strong as those of hits
Dynein transport: inhibitors of GR-EGFP nuclear translocation, primary screen, dynein cargo transport inhibitor project, imaging, high-content, 3617.4 mouse cells; z-score, hits read low; AID 1381, 2008; 220,000 tested, 0.47% active; test concentration mostly 20 µM; stimulated with dexamethasone, 1 µM; stronger effect = lower value;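 active = plate z-score of nuclear minus cytoplasmic receptor signal below a set negative limit, without overly bright fluorescence or cell loss, cut at about -3.5 in these data, passing the limit was not always enough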;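 note: z-score of nuclear minus cytoplasmic ring GR-EGFP intensity difference per well; some compounds called inactive have numbers as strong as hits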
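Buffer or medium: Induction medium lacking tetracycline, stripped serum | Also added: Dexamethasone agonist, 1.0 µM final, for 30 min | Timing: 48 h induction, 1 h compound, 30 min dex at 37 °C | Detection: Formaldehyde fixation, Hoechst nuclear stain, 10x automated fluorescence imaging | Measure: Nuclear versus cytoplasmic GR-EGFP signal, averaged per well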
M1AAP inhibition: P. falciparum M1AAP inhibitors, biochemical, fluorogenic H-Leu-NHMec substrate, 1536-well (AID 1445); Aminopeptidase N (Plasmodium falciparum (isolate 3D7)); recombinant M1AAP, H-Leu-NHMec fluorogenic kinetic assay; higher % means a stronger effect; one-dose inhibition, % at 30 µM; IC50 in µM for titrated hits; 220,000 tested, 0.42% active;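 active = primary inhibition above the hit cutoff, then over 50% inhibition at one or more dose response concentrations, cut at about 23% in these data, passing the limit was not always enough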;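 note: plate controls were DMSO full reaction for no effect and no enzyme background for full effect; strong numbers were not always called active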
AID2073: inhibitors of Mint1-CaV2.2 protein interaction, biochemical, HTRF (AID 2073) | Voltage-dependent N-type calcium channel subunit alpha-1B (Homo sapiens) | HTRF protein-protein interaction, Mint1-CaV2.2; higher % means a stronger effect | one-dose inhibition, % at 20 µM; IC50 in µM for titrated hits | 290,000 tested, 0.19% active; in the data active = inhibition mostly above about 51%, no sharp cut-off; note: some results filed as inactive read as strong as hits
KOR beta-arrestin-2: KOR antagonists, beta-arrestin recruitment, cell-based, luminescence, uHTS (AID 1778); Kappa-type opioid receptor (Homo sapiens); one-dose inhibition, % at 10 µM; IC50 in µM for titrated hits; 290,000 tested, 0.091% active; KOR beta-arrestin recruitment, luminescence, antagonist mode; higher % means a stronger effect; note: strong numbers were not always called active
NOD1 inhibition: NOD1 signaling inhibitors, primary screen, cell-based, luminescence, uHTS (AID 1578). NOD1-driven NF-kB luciferase reporter cells, luminescence; higher % means a stronger effect. one-dose inhibition, % at 4 µM; EC50 in µM for titrated hits. 290,000 tested, 1% active; in the data active = inhibition mostly above about 36%, no sharp cut-off; inactive = mostly below about 34%;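 note: HEK-293T reporter cells stimulated with the NOD1 agonist gamma-tri-DAP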
Dynein transport cytoplasmic EGFP: further read-out of Dynein transport, marked with its call; z-score; measured here: cytoplasmic GR-EGFP intensity; stronger effect = higher value
Dynein transport nuclear GR-EGFP: also measured in Dynein transport; calls as there; z-score; measured here: nuclear GR-EGFP intensity;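 lower value marks the stronger effect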
Dynein transport cell count: recorded beside Dynein transport, whose call it bears; z-score; measured here: cell count per field
* marks the source's active call; other numbers are inactive results; . = not tested or not shown; [ ] = remark or other dose. Cut-off read from the data, not from the text of the source, unless noted: active = inhibition above about 50%; inactive = the rest.

SMILES | HEK293 NOD2/NF-kB | GPR55 beta-arrestin | P. falciparum M17LAP | KOR beta-arrestin-1 | Dynein transport | Dynein transport cytoplasmic EGFP | Dynein transport nuclear GR-EGFP | Dynein transport cell count | M1AAP inhibition | AID2073 | KOR beta-arrestin-2 | NOD1 inhibition
O=C(c1cc(COc2cccc(C(F)(F)F)c2)on1)N1CCC(c2ccccc2)CC1 | 4% | -0.1% | . | 9.1% | . | . | . | . | . | 0% | -12% | -5%
COc1ccc(NC(=O)Cn2c(=O)n(CC(=O)NCc3ccco3)c(=O)c3ccccc32)cc1 | 2% | 0.4% | 7% | -3.0% | -1 | -0.21 | -0.6 | 0.85 | 4% | 0% | 10% | 1%
CCOc1ccc2cc(S(=O)(=O)N3CCN(C)CC3)ccc2c1 | 5% | -0.1% | 3% | 5.5% | 0.056 | -0.25 | 0.15 | -0.0033 | 0% | 18% | 27% | -37%
CCOC(=O)c1ccc(NC(=O)CN2C(=O)CSC(C)C2=O)cc1 (centres undefined) | 16% | -0.2% | 37% | -0.4% | -0.78 | -0.32 | -0.68 | 1.1 | 4% | 5% | -15% | -10%
Cc1ccsc1C(=O)NCc1ccccc1Cl | -6% | . | . | -5.2% | . | . | . | . | . | 7% | -19% | -14%
CCCC(=O)Nc1nnc(CC(=O)OCC)s1 | 4% | -0.1% | 2% | 11% | 0.6 | -0.25 | 0.71 | -0.46 | 1% | 1% | 1% | -3%
COc1ccc(Cl)cc1NC(=S)NCc1ccc(S(N)(=O)=O)cc1 | 5% | -0.2% | -6% | -2.9% | 0.8 | -0.27 | 0.44 | 0.54 | 6% | 25% | 0% | -19%
CCSc1ncc(Cl)c(C(=O)Nc2ccccc2C)n1 | -2% | 0.3% | . | 1.6% | . | . | . | . | . | 10% | -8% | -18%
CC(Sc1nncs1)C(=O)Nc1ccc(Cl)cn1 (centres undefined) | 12% | -0.3% | 37% | 0.7% | 0.94 | -0.22 | 0.44 | -1.2 | 3% | -6% | 28% | 12%
O=C(CN1C(=O)CSC1=O)NCc1ccccc1 | 11% | -0.1% | 14% | -0.8% | -0.39 | -0.19 | 0.054 | 0.087 | 1% | -2% | -8% | -6%
C[C@@H]1C=C(C(=O)N2CCOCC2)O[C@H](OCc2ccc(CO)cc2)C1 | 4% | -0.2% | -3% | -1.2% | -0.0088 | -0.32 | 0.26 | 0.17 | 9% | -2% | -12% | -32%
CN1CCc2c1nc1ccccc1c2N=C1CCCN1Cc1ccccc1 | 19% | 0.0% | 31% | 0.2% | -1.1 | -0.26 | -0.88 | 1.3 | -1% | 3% | 15% | 5%
CCOc1ccc(NC(=O)c2cc(Cl)nc3ccccc23)cc1 | -13% | 0.6% | -8% | 7.6% | -0.44 | -0.22 | 0.37 | -0.16 | -4% | -9% | -6% | -12%
S=C(Nc1ccc2c(c1)OCO2)N1CCCC1 | -12% | -0.1% | 2% | -3.0% | 1.2 | -0.27 | 0.6 | -0.54 | 1% | -9% | -36%[20 µM] | -21%
CC1CN(S(=O)(=O)c2ccc(C(=O)Nc3sccc3C(N)=O)cc2)CC(C)O1 (centres undefined) | 18% | -0.4% | -9% | 4.6% | -0.4 | -0.32 | -0.52 | 0.45 | 7% | 14% | 22% | 10%
CCOC(=O)c1c(NC(=O)CN(CC)CC)sc2c1CCC2 | 1% | 0.0% | 8% | -2.6% | -0.95 | -0.0046 | -0.45 | 1 | 5% | -4% | 25% | -17%
Cc1ccc(C)c(NC(=S)N(C)CCO)c1 | 11% | 0.5% | 33% | 1.8% | -0.66 | -0.13 | -0.22 | 0.55 | 7% | -6% | -29% | -7%
Cc1cccc(NC(=O)CCCCCN2C(=O)[C@@H]3Cc4ccccc4CN3C2=O)c1 | 22% | -0.1% | . | 0.4% | . | . | . | . | . | -11% | 5% | -4%
COC(=O)c1sc(N)nc1C(C)(C)C | -6% | 0.1% | 10% | 4.1% | -0.62 | -0.22 | -0.59 | 0.96 | 8% | 2% | -87% | 22%
Cc1cc(-c2ccccc2)n2ncnc2n1 | 11% | -0.1% | -5% | 1.2% | -0.028 | -0.25 | 0.42 | -0.19 | 3% | 6% | -16% | -13%
COc1cc2ccccc2cc1C(=O)OCC(=O)N1CCOCC1 | -9% | -0.2% | -79% | 12% | -0.52 | -0.24 | 0.28 | 1.3 | 9% | 6% | -1% | 1%
O=C(Cn1cnc([N+](=O)[O-])n1)N/N=C/c1cc(Cl)ccc1O | 18% | 0.6% | 30% | -5.1% | -1.1 | 0.11 | -0.67 | 0.83 | 13µM* | -8% | 5% | -14%
COc1ccc(NS(=O)(=O)c2ccc(NC(=O)C3CC3)cc2)cc1 | 37% | 0.1% | . | 0.8% | . | . | . | . | . | 6% | 16% | 11%
CCOc1ccccc1CN1CCN(Cc2ccc(C)o2)CC1CCO (centres undefined) | 6% | -0.1% | . | . | -0.25 | -0.24 | 0.086 | 0.51 | . | -8% | 9%[20 µM] | -24%
COc1ccc(Br)cc1CN(C)CC(=O)Nc1ccccc1Cl | 13% | -0.2% | 5% | -0.8% | 1.1 | -0.16 | 0.64 | -0.75 | 1% | -2% | -16% | 18%
Carrying on:
SMILES | HEK293 NOD2/NF-kB | GPR55 beta-arrestin | P. falciparum M17LAP | KOR beta-arrestin-1 | Dynein transport | Dynein transport cytoplasmic EGFP | Dynein transport nuclear GR-EGFP | Dynein transport cell count | M1AAP inhibition | AID2073 | KOR beta-arrestin-2 | NOD1 inhibition
CCOC(=O)c1c(NC(=O)c2cc(-c3ccc(O)cc3)on2)sc(C(C)=O)c1C | 27% | 0.1% | 3% | 2.3% | -0.4 | -0.13 | 0.45 | 0.61 | 2% | 12% | -28% | -39%
CSc1nc2c(ccc3ccccc32)o1 | 10% | -0.1% | -4% | 4.5% | 2.7 | -0.2 | 1.8 | -1.4 | 1% | -5% | 24% | -24%
Cc1ccc(NC2CCCN(C(=O)C3CCCCC3)C2)cc1C (centres undefined) | 6% | 0.3% | . | 3.7% | . | . | . | . | . | -19% | -3% | 16%
COc1ccc(-n2c(=O)cc(N3CCOCC3)[nH]c2=O)cc1 | 6% | 0.6% | -1% | 9.0% | -0.86 | -0.22 | -0.5 | 0.92 | 3% | -9% | 0% | -5%
Cc1cc(-c2cc(C(=O)NCc3ccccc3)on2)nc(NC2CCCC2)n1 | 10% | 0.5% | 5% | 3.0% | -0.5 | -0.5 | -0.14 | -0.099 | 7% | 0% | 14% | 0%
COC(=O)c1nc(NC(=O)C(C)C)n[nH]1 | 10% | 0.2% | 8% | -2.8% | -0.85 | -0.19 | -0.46 | 0.88 | 2% | 0% | -7% | 15%
CCCOc1ccc(N2CC(C(=O)Nc3ccccc3C(=O)NCc3ccco3)CC2=O)cc1 (centres undefined) | 13% | -0.1% | 7% | -1.0% | 2.9 | -0.23 | 1.5 | -1.6 | 7% | 8% | -16% | -17%
NC(=O)Nc1ccccc1C(=O)N1CCC(O)(c2ccc(Cl)cc2)CC1 | -4% | 0.3% | 7% | 5.2% | -0.98 | -0.18 | 0.25 | -0.24 | 2% | 1% | -36% | -33%
COc1ccc(N2CCN(c3ccc([N+](=O)[O-])nc3)CC2)cc1 | 30% | -0.6% | 5% | -2.9% | 0.38 | -0.28 | 0.12 | 0.84 | 9% | -7% | -7% | -9%
COc1ccc(-n2nc(C(=O)NCC(=O)Nc3cccc(NC(C)=O)c3)c3ccccc3c2=O)cc1 | 7% | 0.4% | 2% | -2.7% | 0.27 | -0.25 | 0.44 | 0.13 | 4% | 13% | -6% | -49%
c1ccc(NCc2nc3ccccc3n2CCOc2ccccc2)cc1 | -20% | 0.2% | 14% | 2.0% | -0.23 | -0.27 | 0.12 | 0.21 | 5% | 1% | 42% | -12%
CCN(Cc1ccc(OC)c(F)c1)C(=O)c1cc2ccccc2o1 | 6% | -0.1% | . | 0.6% | . | . | . | . | . | 21% | -19% | -36%
CCOc1ccc(N=C2NC(=O)C(CC(=O)Nc3ccc(OC)cc3)S2)cc1 (centres undefined) | -6% | 0.2% | -3% | 4.9% | -1.2 | -0.33 | -0.47 | 0.83 | 10% | 8% | 0%[20 µM] | -32%
CC(=O)Nc1ccc(NC(=O)c2cc(=O)c3ccccc3o2)cc1 | -2% | 0.3% | . | -5.6% | . | . | . | . | . | 2% | -12% | 9%
O=C(CN1C(=O)c2ccccc2C1=O)Nc1cccc2cccnc12 | 14% | -0.1% | 8% | -1.5% | 0.55 | -0.2 | 0.5 | -0.099 | 5% | -1% | -2% | -21%
O=C(c1cc2ccccn2n1)N1CCN(Cc2ccccc2)CC1 | -16% | -0.1% | 14% | 0.4% | 0.92 | -0.079 | 0.73 | -0.82 | -2% | -3% | -41% | -17%
CC(CCc1ccccc1)NC(=O)COc1ccc(S(=O)(=O)N2CCOCC2)cc1[N+](=O)[O-] (centres undefined) | 3% | -0.3% | -9% | 14% | 0.97 | 0.12 | 0.22 | -0.75 | 3% | -6% | -36% | -23%
COc1ccc(/C=N/Nc2nc3ccccc3o2)cc1OC | -103% | -0.2% | 1% | -2.1% | 1.4 | 0.058 | 1.5 | -1.2 | 2% | 4% | 10% | -80%
CC(C)=CCN1CCN(Cc2ccoc2)CC1CCO (centres undefined) | -21% | 0.0% | -5% | -1.9% | 0.3 | -0.29 | 0.32 | 0.018 | -4% | 15% | 17% | -10%
Cc1cc(/C=C2\C(=N)N3N=C(C(C)C)SC3=NC2=O)c(C)n1-c1ccccc1 | 16% | 0.0% | 1% | -6.2% | 2.9 | -0.24 | 0.45 | -0.039 | 1% | 28% | 13% | -2%
Cn1ccnc1C(O)c1cc(C(C)(C)C)c(O)c(C(C)(C)C)c1 (centres undefined) | 2% | -0.3% | 8% | -4.3% | -0.86 | -0.2 | -0.21 | 0.33 | 7% | -12% | -15% | 4%

Screening results (PubChem)

Some of the compounds tested; rates above refer to the full screens.
